Screening results as filed in PubChem.
TRb SRC2 PPI: inhibitors of human thyroid hormone receptor beta-SRC2 interaction | TRbeta-SRC2 peptide binding, fluorescence polarization; receptor liganded with 1 µM T3 | Potency, µM (doses to about 106 µM), inactives show at the top dose activity change, negative = inhibition, usual class: inhibitors | actives 0.065% (n = 280,000) | AID 1469;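 note: potency is the fitted concentration of half-maximal effect; plate controls were bound peptide for no effect and peptide without receptor for full effect; nearly all actives have a fitted effect of over 50% in size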
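Each compound concentration gave % activity, normalized to unbound and bound Texas Red SRC2 controls, from polarization read after 5 hr ambient incubation with T3-loaded human TRb LBD.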
NPSR antag: neuropeptide S receptor (human) antagonism, cAMP. Potency, µM (top dose mostly 38.3 µM), for the others: at the top dose activity change, negative = inhibition, most hits filed as inhibitors. Q6W5P4. CHO-NPSR cells, cAMP TR-FRET, antagonist mode. actives 1% (n = 220,000). AID 1461; note: potency is the fitted concentration of half-maximal effect; % is set by controls: 0 for no effect and ±100 for the full control effect; nearly all actives have a fitted effect of over 50% in size; many of its hits are not listed in these tables
Target sequence (Q6W5P4 whole entry, looked up): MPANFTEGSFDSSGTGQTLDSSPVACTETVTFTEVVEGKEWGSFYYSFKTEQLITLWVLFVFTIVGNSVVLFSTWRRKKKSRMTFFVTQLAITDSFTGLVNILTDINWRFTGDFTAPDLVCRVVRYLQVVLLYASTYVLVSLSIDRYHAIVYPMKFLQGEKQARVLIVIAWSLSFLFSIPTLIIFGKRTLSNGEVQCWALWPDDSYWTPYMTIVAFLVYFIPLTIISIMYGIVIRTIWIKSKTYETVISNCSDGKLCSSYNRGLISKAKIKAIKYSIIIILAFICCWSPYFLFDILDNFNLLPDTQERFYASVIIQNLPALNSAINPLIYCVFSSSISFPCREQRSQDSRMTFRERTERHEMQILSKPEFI
GLA spleen mod: inhibitors or activators of human alpha-galactosidase in spleen homogenate; human spleen homogenate, 4MU-alpha-Gal fluorescence, 40 min; Potency, µM (titrated, usually from 80 µM), inactives show top-dose activity change, negative = inhibition, hits mostly inhibitors; actives 0.008% (n = 240,000); AID 2107;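 note: potency is the fitted concentration of half-maximal effect; 0% = enzyme with vehicle and -100% = no enzyme basal signal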
Target sequence (P06280 32-429 limits assumed): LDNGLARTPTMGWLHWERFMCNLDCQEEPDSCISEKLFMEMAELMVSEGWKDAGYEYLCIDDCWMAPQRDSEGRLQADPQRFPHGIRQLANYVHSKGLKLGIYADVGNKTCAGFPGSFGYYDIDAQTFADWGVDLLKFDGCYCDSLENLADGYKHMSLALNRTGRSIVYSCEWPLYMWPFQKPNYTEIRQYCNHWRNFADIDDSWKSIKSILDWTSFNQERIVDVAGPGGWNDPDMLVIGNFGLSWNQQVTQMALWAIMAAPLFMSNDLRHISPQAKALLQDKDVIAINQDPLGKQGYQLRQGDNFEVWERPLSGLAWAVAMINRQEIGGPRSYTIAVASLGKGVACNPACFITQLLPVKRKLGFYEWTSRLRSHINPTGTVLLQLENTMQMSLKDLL
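Human spleen homogenate (1 ug) was the enzyme source, with 4-methylumbelliferyl-alpha-D-galactopyranoside (1 mM final) in pH 5.0 citrate buffer with 0.01% Tween-20. Compounds were titrated; after 40 min at 37C, NaOH/glycine stop, 4-MU fluorescence read; AC50 from Hill fits.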
CBFb-RUNX1 inh: blocks binding between human CBF-beta and RUNX1; Q01196+Q13951; AlphaScreen CBFb-His/RUNX1-biotin binding, biochemical; Potency, µM (highest dose often 59.8 µM), for inactives: top-dose activity, negative = inhibition, usual class: inhibitors; 230,000 tested, under 10 active; AID 1477; note: % of control where 0% means no effect
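Interaction loss through any mechanism counts as activity. Pre-formed complex of His-CBF-beta and biotin-RUNX1 (30 nM apiece) is incubated with compound 15 min, then with 50 ng nickel and 50 ng streptavidin beads for 90 min before AlphaScreen detection.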
Epigenetic reg: epigenetic control regulation, reporter derepression. murine LDR cells, GFP reporter derepression, 30 h. Potency, µM (highest dose often 53.9 µM), without a hit: at the highest dose GFP activation, actives largely listed as activators. AID 1865. actives 0.2% (n = 280,000); note: potency is the fitted concentration of half-maximal effect; % of control where 0% means no effect; nearly all actives have a fitted effect of over 60% in size
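Readout is the number of GFP-expressing murine LDR cells, counted by cytometry following washing. Cells were treated with compound for 30 h at 37 C; the stably integrated CMV-GFP locus is normally silent.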
TR SRC2 fluor cs: Texas Red fluorescence interference in TRb-SRC2 counter-screen | TRb/SRC2 Texas Red total fluorescence interference | Potency, µM (series often up to 106 µM), for the others: top-dose fluorescence change, negative = quenching | actives 0.29% (n = 280,000); active = well fitted curve in either direction with a large enough effect; inconclusive = small, poorly fitted or top-dose-only effect; note: potency is the fitted concentration of half-maximal effect; % is set by controls: 0 for no effect and ±100 for the full control effect
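Flags fluorescent or light-absorbing compounds by total fluorescence, S + 2P, at 555 nm excitation and 632 nm emission. Mixture: 20 nM Texas Red SRC2 peptide, 0.6 uM human TRb LBD, 1 uM T3, 5% DMSO; compound exposure 5 h at ambient temperature.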
Tau fibril FP: inhibitors of human tau fibril formation | K18 P301L tau heparin fibrillization, Alexa594 FP, 6 h | Potency, µM (highest dose often 57.7 µM), for inactives: top-dose activity, negative = inhibition, hits mostly inhibitors | actives 0.39% (n = 280,000); note: potency is the fitted concentration of half-maximal effect; % is set by controls: 0 for no effect and ±100 for the full control effect; nearly all actives have a fitted effect of over 55% in size
Target sequence (P10636 561-689 P618L limits assumed): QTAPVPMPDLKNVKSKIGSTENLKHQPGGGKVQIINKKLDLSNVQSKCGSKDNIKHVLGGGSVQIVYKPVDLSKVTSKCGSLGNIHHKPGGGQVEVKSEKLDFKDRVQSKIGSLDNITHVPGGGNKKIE
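Human K18 P301L fragment (15 uM unlabeled plus 0.24 uM Alexa 594-labeled) in 100 mM sodium acetate pH 7 with compound, aggregation induced by 20 uM heparin for 6 hr at 37 C. ThT (30 uM) added for 1 hr, then Alexa 594 FP read.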
Tau fluor counter: counter-screen for tau fibril formation inhibitors; tau K18 P301L (four-repeat tau fragment) Alexa594 fluorescence, heparin fibrillization; Potency, µM (top dose mostly 57.7 µM), for the others: at the highest dose activity change, negative = decrease; actives 0.93% (n = 280,000); note: potency is the fitted concentration of half-maximal effect; % is set by controls: 0 for no effect and ±100 for the full control effect; nearly all actives have a fitted effect of over 55% in size
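Human K18 P301L tau (15 uM unlabeled plus 0.24 uM Alexa 594-labeled, final) in 100 mM sodium acetate pH 7 was mixed with compound and 20 uM heparin and incubated 6 hr at 37 C.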
Active calls of the source: *; [ ] = another dose, or the depositor's remark. Unless noted, calls come from the whole dose curve; as a rule, active = well fitted curve in the direction sought with a large enough effect; inconclusive = small, poorly fitted or top-dose-only effect, or another doubt; inactive = no such curve, though single readings can be large; an effect the other way counts as inactive or inconclusive. Only part of the results is shown (hit frequency here may not be typical).

Results for Cc1ccccc1Nc1nc(N)c(C(=O)c2ccccc2Cl)s1 ?
TRb SRC2 PPI: 0%; Epigenetic reg: -1.1%; TR SRC2 fluor cs: -1%; Tau fibril FP: 3%; Tau fluor counter: -22%

What do the screens show for `O=S(=O)(NCc1csc(-c2ccccc2)n1)c1cccc(F)c1`?
TRb SRC2 PPI: 2%; Epigenetic reg: -2.3%; TR SRC2 fluor cs: -2%; Tau fibril FP: -5%; Tau fluor counter: -13%

Results for Cc1nc(N2C(=O)c3oc4ccccc4c(=O)c3C2c2ccccc2F)sc1C (stereo not given) ?
TRb SRC2 PPI: 2%; Epigenetic reg: 17%; TR SRC2 fluor cs: 2%; Tau fibril FP: -4%; Tau fluor counter: -10%

How did Cc1c(Cl)cccc1-n1nnnc1-c1cccs1 do in these assays?
TRb SRC2 PPI: 4%; NPSR antag: -6%[46.1 µM]; GLA spleen mod: -2%; CBFb-RUNX1 inh: 3%; Epigenetic reg: 0.0%; TR SRC2 fluor cs: -7%; Tau fibril FP: -2%; Tau fluor counter: -9%

How did COc1ccc(C)cc1NC(=O)CSc1ccc(-c2ccccn2)nn1 do in these assays?
TRb SRC2 PPI: 2%; Epigenetic reg: 0.5%; TR SRC2 fluor cs: -1%; Tau fibril FP: 0%; Tau fluor counter: -19%

How did Cc1ccc2nc(C)c3c(c2c1)SCC3 do in these assays?
TRb SRC2 PPI: 1%; NPSR antag: 5%; GLA spleen mod: 10%; CBFb-RUNX1 inh: -2%; Epigenetic reg: 0.0%; TR SRC2 fluor cs: -3%; Tau fibril FP: -9%; Tau fluor counter: -6%

How did O=C(NNC(=O)C1CC(c2cccnc2)=NO1)Nc1ccccc1F (stereo not given) do in these assays?
TRb SRC2 PPI: 2%; NPSR antag: 15%; GLA spleen mod: 1%; CBFb-RUNX1 inh: 14%; Epigenetic reg: -1.2%; TR SRC2 fluor cs: -1%; Tau fibril FP: 3%; Tau fluor counter: 5%

Results for CC1CCN(C(=O)Nc2ccc3nsnc3c2)CC1 ?
TRb SRC2 PPI: inconclusive; NPSR antag: 7%[46.1 µM]; GLA spleen mod: -8%; CBFb-RUNX1 inh: 4%; Epigenetic reg: 2.9%; TR SRC2 fluor cs: -9%; Tau fibril FP: inconclusive; Tau fluor counter: -21%

Results for COc1ccc(CCNC(=S)NCCc2c[nH]c3ccccc23)cc1 ?
TRb SRC2 PPI: 2%; NPSR antag: -17%; GLA spleen mod: 1%; CBFb-RUNX1 inh: -20%; Epigenetic reg: -0.3%; TR SRC2 fluor cs: 0%; Tau fibril FP: 14%; Tau fluor counter: inconclusive

Results for NC(=O)C1CCN(CC(=O)NC2CCCc3ccccc32)CC1 (stereo not given) ?
TRb SRC2 PPI: 3%; NPSR antag: 5%; GLA spleen mod: -16%; CBFb-RUNX1 inh: 16%; Epigenetic reg: -4.0%; TR SRC2 fluor cs: -1%; Tau fibril FP: 1%; Tau fluor counter: 3%

Brought forward from above: 2 entries; new compounds follow.
Results for COc1ccc(CCNC(=S)NCCc2c[nH]c3ccccc23)cc1 ?
TRb SRC2 PPI: 2%; NPSR antag: -17%; GLA spleen mod: 1%; CBFb-RUNX1 inh: -20%; Epigenetic reg: -0.3%; TR SRC2 fluor cs: 0%; Tau fibril FP: 14%; Tau fluor counter: inconclusive

Results for NC(=O)C1CCN(CC(=O)NC2CCCc3ccccc32)CC1 (stereo not given) ?
TRb SRC2 PPI: 3%; NPSR antag: 5%; GLA spleen mod: -16%; CBFb-RUNX1 inh: 16%; Epigenetic reg: -4.0%; TR SRC2 fluor cs: -1%; Tau fibril FP: 1%; Tau fluor counter: 3%

What do the screens show for `O=C(O)C1Cc2ccccc2CN1C(=O)CSc1nnc2ccccn12` (stereo not given)?
TRb SRC2 PPI: 1%; NPSR antag: 15%; GLA spleen mod: 2%; CBFb-RUNX1 inh: 9%; Epigenetic reg: -3.0%; TR SRC2 fluor cs: 1%; Tau fibril FP: 4%; Tau fluor counter: -2%

How did CCS(=O)(=O)N1CCc2cc(C(=O)Nc3cccc(C(C)=O)c3)ccc21 do in these assays?
TRb SRC2 PPI: 1%; Epigenetic reg: -6.1%; TR SRC2 fluor cs: -6%; Tau fibril FP: -3%; Tau fluor counter: -5%

How did Cc1ccc(C(=O)Nc2ccc(Cl)c(-c3nc4ncccc4o3)c2)c(C)c1 do in these assays?
TRb SRC2 PPI: 9%; Epigenetic reg: 1.0%; TR SRC2 fluor cs: 5%; Tau fibril FP: -13%; Tau fluor counter: inconclusive

Results for CC(C)c1ccc(NC(=O)c2cc(Br)ccc2Br)cc1 ?
TRb SRC2 PPI: 3%; NPSR antag: -33%; GLA spleen mod: 3%; CBFb-RUNX1 inh: 8%; Epigenetic reg: 1.1%; TR SRC2 fluor cs: 2%; Tau fibril FP: -2%; Tau fluor counter: -11%

How did NC(=S)N/N=C/c1cccc(O)c1O do in these assays?
TRb SRC2 PPI: 1%; NPSR antag: -4%; GLA spleen mod: -4%; Epigenetic reg: -1.1%; TR SRC2 fluor cs: -8%; Tau fibril FP: -1%; Tau fluor counter: -8%

How did CCN1CCN(CCCNC(=O)Cn2nc(C)n3c(cc4cc(C)ccc43)c2=O)CC1 do in these assays?
TRb SRC2 PPI: 3%; Epigenetic reg: 0.0%; TR SRC2 fluor cs: 2%; Tau fibril FP: 4%; Tau fluor counter: 1%

What do the screens show for `O=C(Nc1cccc(C(F)(F)F)c1)c1cccnc1N1CCOCC1`?
TRb SRC2 PPI: -10%; NPSR antag: 7%; GLA spleen mod: 3%; CBFb-RUNX1 inh: 8%; Epigenetic reg: 0.0%; TR SRC2 fluor cs: 0%; Tau fibril FP: 1%; Tau fluor counter: -2%

What do the screens show for `CC(C)c1onc(C(=O)NC2CCCCC2)c1[N+](=O)[O-]`?
TRb SRC2 PPI: -5%; NPSR antag: 10%; GLA spleen mod: -4%; CBFb-RUNX1 inh: 5%; Epigenetic reg: inconclusive; TR SRC2 fluor cs: 0%; Tau fibril FP: -7%; Tau fluor counter: 0%

What do the screens show for `Cc1cc(=O)cc(C)n1-c1ccc2c(c1)nc(C)n2-c1ccccc1`?
TRb SRC2 PPI: 1%; NPSR antag: 1%[46.1 µM]; GLA spleen mod: 9%; CBFb-RUNX1 inh: 5%; Epigenetic reg: -0.7%; TR SRC2 fluor cs: -1%; Tau fibril FP: -3%; Tau fluor counter: 5%

How did Cc1cc2cc(CNC(=O)Cc3cccs3)ccc2n1C do in these assays?
TRb SRC2 PPI: 2%; NPSR antag: -2%; GLA spleen mod: 5%; CBFb-RUNX1 inh: -14%; Epigenetic reg: 3.7%; TR SRC2 fluor cs: -7%; Tau fibril FP: 0%; Tau fluor counter: -17%

How did COc1ccc(C(=O)/C=C2/c3ccccc3CC(C)(C)N2C)cc1 do in these assays?
TRb SRC2 PPI: 1%; NPSR antag: 4%[46.1 µM]; GLA spleen mod: -7%; CBFb-RUNX1 inh: -8%; Epigenetic reg: -3.1%; TR SRC2 fluor cs: -3%; Tau fibril FP: -2%; Tau fluor counter: -10%

Results for COC(=O)C1=C(C)N=C2SC(C)C(=O)N2C1/C=C/c1ccccc1OC (stereo not given) ?
TRb SRC2 PPI: -17%; NPSR antag: -25%[46.1 µM]; GLA spleen mod: 7%; CBFb-RUNX1 inh: -13%; Epigenetic reg: -1.0%; TR SRC2 fluor cs: 1%; Tau fibril FP: -9%; Tau fluor counter: -22%

What do the screens show for `COc1ccc(OC)c(CNC(=O)CCCn2c(=O)c3cccn3c3cccnc32)c1`?
TRb SRC2 PPI: -4%; Epigenetic reg: 13%; TR SRC2 fluor cs: 0%; Tau fibril FP: -4%; Tau fluor counter: -4%

What do the screens show for `CCOC(=O)C1CCN(c2nc(N)c3c(N)nc(SCC(=O)O)cc3c2C#N)CC1`?
TRb SRC2 PPI: -14%; NPSR antag: 15%; GLA spleen mod: 21%; CBFb-RUNX1 inh: -28%; Epigenetic reg: 1.1%; TR SRC2 fluor cs: -5%; Tau fibril FP: inconclusive; Tau fluor counter: -17%

How did COc1ccccc1OC(C)C(=O)N1CCC(c2nc3ccccc3s2)CC1 (stereo not given) do in these assays?
TRb SRC2 PPI: 7%; Epigenetic reg: -3.2%; TR SRC2 fluor cs: 9%; Tau fibril FP: -1%; Tau fluor counter: -12%

How did CO[C@H]1COC(=O)[C@H](C)NC(=O)C/C=C\[C@@H](C)[C@@H](NS(=O)(=O)c2ccc(C)cc2)COC(=O)[C@H](OCc2ccccc2)/C=C\[C@@H]1C do in these assays?
TRb SRC2 PPI: -1%[11.2 µM]; GLA spleen mod: 7%[17.5 µM]; CBFb-RUNX1 inh: 3%[13.1 µM]; Epigenetic reg: 2.0%[10.1 µM]; TR SRC2 fluor cs: 0%[11.2 µM]; Tau fibril FP: 4%[11.6 µM]; Tau fluor counter: -11%[11.6 µM]

What do the screens show for `CCOc1ccc(OCC)c(NC(=O)C2CCN(c3nn4c(=O)cc(C)nc4s3)CC2)c1`?
TRb SRC2 PPI: 4%; NPSR antag: -19%[46.1 µM]; GLA spleen mod: -6%; CBFb-RUNX1 inh: 1%; Epigenetic reg: 0.4%; TR SRC2 fluor cs: -3%; Tau fibril FP: 1%; Tau fluor counter: -2%

What do the screens show for `CCN1CCN(c2ncnc3c2cnn3-c2ccccc2)CC1`?
TRb SRC2 PPI: 7%; NPSR antag: -6%[46.1 µM]; GLA spleen mod: 8%; CBFb-RUNX1 inh: 1%; Epigenetic reg: -4.1%; TR SRC2 fluor cs: 2%; Tau fibril FP: -3%; Tau fluor counter: -4%

Results for CC(=O)NCCC(=O)Nc1ccc(C)c(F)c1 ?
TRb SRC2 PPI: -6%; NPSR antag: -3%[46.1 µM]; GLA spleen mod: -1%; CBFb-RUNX1 inh: 9%; Epigenetic reg: -2.2%; TR SRC2 fluor cs: -4%; Tau fibril FP: 2%; Tau fluor counter: -1%

What do the screens show for `Cc1cc(C(=O)O/N=C(\N)c2ccncc2)ccc1[N+](=O)[O-]`?
TRb SRC2 PPI: -1%; NPSR antag: -28%; GLA spleen mod: 1%; CBFb-RUNX1 inh: 2%; Epigenetic reg: -2.1%; TR SRC2 fluor cs: 0%; Tau fibril FP: 2%; Tau fluor counter: -26%
